# Bioassay records deposited in PubChem by Broad Institute.
# PglD inh: blocks C. jejuni PglD acetyltransferase activity; purified PglD enzyme, DTNB colorimetric CoA detection; inhibition, % at 12.5 µM; 360,000 compounds, 0.098% hits; AID 602405; in the data active means inhibition above about 16%, passing the limit was not always enough; further: strong numbers were not always called active
# Cneo AK release: Cryptococcus neoformans lysis via adenylate kinase release | C. neoformans lysis, adenylate kinase release luminescence, 4 h; normalised: neutral wells 0, clomiphene wells 100 | lysis activity, % at 15 µM | 360,000 compounds, 0.2% hits;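 active means mean lysis activity across replicates of at least 80%, whatever share of replicates individually reach that level; inactive means mean lysis activity below 80%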
#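 Test system: log-phase Cryptococcus neoformans yeast cells; Quantity: yeast cell density of 5 × 10^6 cells/mL; Buffer or medium: YPD; Doses: single compound concentration per well; Timing: 4 h at 37 °C static, read 1 h later; Measured by: AK luminescence; Read-out basis: lysis from increased AK signal; Control set: Clomiphene as positive control.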
# RAD52 anneal inh: inhibitors of human RAD52 DNA annealing | inhibition, % at 18.7 µM | recombinant RAD52 DNA annealing, FRET fluorescence | AID 651710 | 360,000 compounds, 0.46% hits | P43351;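 active means every replicate showing at least 50% inhibition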
# RAD54 inh: blocks human RAD54 Holliday junction branch migration; Q92698; FAM/BHQ fluorescence; inhibition, % at 10.4 µM; 360,000 compounds, 0.14% hits;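 active means mean normalized replicate activity at least 40 and at least half of replicates scoring 40 or more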;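 further: 0% = median of neutral control wells and 100% = median of positive control wells; inhibitors cause a drop in the FAM fluorescence signal; in these data hits start at about 50%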
# Target sequence (Q92698 whole entry, looked up): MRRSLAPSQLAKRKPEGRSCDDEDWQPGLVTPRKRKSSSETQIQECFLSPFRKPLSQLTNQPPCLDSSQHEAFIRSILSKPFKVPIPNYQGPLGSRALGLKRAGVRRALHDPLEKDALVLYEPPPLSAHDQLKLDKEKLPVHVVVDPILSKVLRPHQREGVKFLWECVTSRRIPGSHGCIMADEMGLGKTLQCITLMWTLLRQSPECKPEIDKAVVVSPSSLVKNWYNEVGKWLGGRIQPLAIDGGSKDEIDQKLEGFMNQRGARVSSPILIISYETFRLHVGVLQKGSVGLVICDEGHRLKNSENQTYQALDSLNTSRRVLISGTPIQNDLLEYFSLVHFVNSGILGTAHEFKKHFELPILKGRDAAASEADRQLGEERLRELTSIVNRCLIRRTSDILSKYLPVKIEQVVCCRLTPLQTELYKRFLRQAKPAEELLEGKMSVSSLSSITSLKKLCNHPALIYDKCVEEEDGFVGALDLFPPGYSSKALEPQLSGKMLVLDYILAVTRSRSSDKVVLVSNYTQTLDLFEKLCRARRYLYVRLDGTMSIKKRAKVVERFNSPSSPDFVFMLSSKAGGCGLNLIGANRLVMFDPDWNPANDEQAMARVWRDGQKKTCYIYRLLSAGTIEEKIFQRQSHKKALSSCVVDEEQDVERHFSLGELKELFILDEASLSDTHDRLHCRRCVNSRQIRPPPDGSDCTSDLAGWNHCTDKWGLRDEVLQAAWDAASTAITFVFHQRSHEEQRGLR
# miR-122 sensor: blocks miR-122 activity in Huh7 sensor cells; Huh7 miR-122 Renilla luciferase sensor, 48 h; neutral wells = 0, positive control = 100; activation (reporter increase), % at 12.5 µM; 340,000 compounds, 0.3% hits; AID 602342;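 active means mean replicate activation score at least 90 and every replicate individually at or above 90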;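 further: higher luciferase means less miR-122 activity so hits act as miR-122 inhibitors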
# ERAP1 HTS inh: blocks human ERAP1 aminopeptidase activity | Q9NZ08 | recombinant ERAP1, Leu-AMC fluorescence, 60 min | inhibition, % at 10.7 µM | 340,000 compounds, 0.15% hits;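 active means mean replicate inhibition of at least 30%, or all replicates individually reaching that 30% level; inactive means mean below 30% and not every replicate reaching it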;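 further: 0% = neutral control wells and 100% = L-leucinethiol positive control wells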
# E-selectin induc: induces E-selectin expression in human endothelial cells; P16581; 260,000 compounds, 0.37% hits; AID 686992; activation, % at 7.58 µM; HUVEC E-selectin immunofluorescence imaging; normalized: neutral wells 0, TNF-alpha wells 100;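 active means mean E-selectin-positive cell signal at least 10% of the positive control, reached in at least 60% of replicates, without over 20% cell loss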;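 further: in these data hits start at about 27%; measured in HUVEC primary endothelial cells; signal is the percent of cells scored E-selectin positive by PE staining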
#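 Assay system: HUVEC primary endothelial cells. Input: 3,000 HUVEC seeded per well. Doses: one compound dose added by pin transfer. Read-out basis: % PE-positive cells. Benchmarks: TNF-alpha high, DMSO low. Detection: immunofluorescence imaging. Buffer or medium: EGM-2, gelatin.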
# PGC1a acetyl inh: PGC1a acetylation modulation, inhibitor mode; U2OS PGC1a acetylation, AlphaScreen anti-acetyl-lysine; with virally co-expressed GCN5 acetyltransferase; inhibition, % at 15.6 µM; 350,000 compounds, 0.17% hits; AID 651687;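 active means every replicate shows inhibition of at least 40%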;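 further: 0% = neutral control wells and 100% = positive control wells; some results beyond the cut were filed as inactive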
# * hit, by the source's call; · = not tested or not shown; [ ] = another dose, or the depositor's remark.
SMILES	PglD inh	Cneo AK release	RAD52 anneal inh	RAD54 inh	miR-122 sensor	ERAP1 HTS inh	E-selectin induc	PGC1a acetyl inh
Cc1cccc(-c2nc(C#N)c(N3CCCCCC3)o2)c1	1	-1	·	0	-13	·	·	-3
CC1=C(C(N)=O)C(c2ccc(Cl)cc2)n2nc(CCCO)nc2N1 (configuration not stated)	-3	3	3	12	-2	-1	-0.1	-3
CSC1=NCCCN1C(=O)c1c(-c2ccccc2Cl)noc1C	-4	-1	2	0	11	-1	0.1	-11
CCCNS(=O)(=O)c1ccc(CCC(=O)N2CCN(c3ccc(OC)cc3)CC2)cc1	0	0	11	6	-4	3	·	-13
CC(C)(C)C1CCc2onc(C(=O)Nc3cnn(Cc4ccc(F)cc4)c3)c2C1 (configuration not stated)	1	0	·	-3	-9	·	·	4
O=C(/C=C/c1ccc(-c2ccccc2[N+](=O)[O-])o1)c1ccc(F)cc1	-14	-2	·	1	34	·	·	·
CC(=O)Nc1ccc(NS(=O)(=O)c2cn(C)c(=O)n(C)c2=O)cc1	-6	2	-9	4	-7	2	-2.4	-10
COc1cc(OC)c(C(=O)OCC(=O)Nc2c(C)n(C)n(-c3ccccc3)c2=O)cc1OC	·	·	-3	·	·	-5	-0.1	6
CC(=O)Oc1ccc(C(=O)NCc2ccc3c(c2)OCO3)cc1	4	-1	-19	2	6	0	1.6	-1
CCC(=O)N1[C@H](CO)[C@@H](c2ccccc2)C12CN(C(=O)c1ccncc1)C2	·	·	-5	·	·	-2	-0.1	4
O=C(Nc1ncnc2c1CCC2)C12CC3CC(CC(C3)C1)C2	-2	0	-4	-3	-2	6	·	-6
Cc1ccc(C2=N/C(=C\c3ccc(F)cc3)C(=O)N2)cc1	-3	2	-29	-7	-8	2	0.1	-2
CC(CC(=O)N1CCN(c2ccccc2)CC1)S(=O)(=O)c1ccc2c(c1)NC(=O)CS2 (configuration not stated)	1	9	-18	-7	-2	-3	·	-19
COc1ccc(/C=C2\S/C(=N/S(=O)(=O)c3cccs3)NC2=O)cc1	·	·	-20	·	·	3	3.8	10
CN(C)/C(=N\S(=O)(=O)c1ccccc1)c1ccccc1	-5	1	-3	6	2	-2	-0.2	10
O=[N+]([O-])c1ccc(SNc2ccccc2)c([N+](=O)[O-])c1	·	·	-9	·	-3	-1	-0.2	-24
O=C(NCC1CCCCC1)c1ccc(F)c(S(=O)(=O)N2CCOCC2)c1	3	-1	-8	12	1	1	-0.9	-5
COc1cccc(C#Cc2c(CO)[nH]c3ccccc23)c1	-4	-2	-18	4	8	6	0.1	4
C/C(=N\O)c1ccco1	-1	1	-8	-5	-1	3	0.1	3
N#Cc1cccc(-c2ccc3c(c2)[C@H]2[C@H](CCN2S(=O)(=O)c2ccc(F)cc2)[C@H](CO)N3)c1	-9	-4	-4	8	-7[16.7 µM]	0	0.9	11
O=S(=O)(Nc1ccon1)c1ccc(Br)cc1	5	0	-14	-4	-3	-4	-0.4	-5
COc1ccccc1-c1ccc([C@H]2[C@@H](CO)N(C(=O)C3CCOCC3)[C@H]2C#N)cc1	0	-1	-21	3	·	3	-0.3	5
Cc1ccc2cc(C(c3nnnn3C3CCCC3)N3CCN(c4ccccc4)CC3)c(=O)[nH]c2c1 (configuration not stated)	-3	-3	·	-10	-5	·	·	·
CN1c2ccc(C3=CCCCC3)cc2[C@H]2[C@H](CCN2S(=O)(=O)c2ccccc2)[C@@H]1CO	2	0	-4	2	0[16.7 µM]	·	1.1	-8
Cc1nc2c(-c3ccc(F)cc3)c(C)nn2c(C)c1CCC(=O)NCc1ccco1	1	3	-6	4	0	3	2.9	-2
COc1ccc(/C=C(/C#N)c2cccnc2)cc1OC	4	-2	13	12	2	2	1.3	3
Cc1noc(C)c1NC(=O)Nc1ccc2c(c1)C(=O)N(C)[C@@H]1CC[C@@H](CC(=O)N(C)C)O[C@@H]1CO2	-2	-1	5	-9	-8[16.7 µM]	1	0.0	1
Cn1cnc(CCNC(=O)C[C@H]2CC[C@@H]3[C@H](COC[C@H](O)CN3C(=O)C3CC3)O2)c1	0	-2	10	-9	3[16.7 µM]	0	-0.1	2
O=c1[nH][nH]c(-c2ccccc2O)c1C(C[N+](=O)[O-])c1ccc(Br)cc1 (configuration not stated)	5	1	-11	2	-16	3	1.0	·
C[C@H]1CN([C@@H](C)CO)C(=O)Cc2cc(NS(=O)(=O)c3ccccc3)ccc2O[C@@H]1CN(C)S(=O)(=O)c1ccc(F)cc1	-2	-2	·	-7	-4[16.7 µM]	·	1.1	-8

# Arranged by SMILES length (ascending): part of the list above
SMILES	PglD inh	Cneo AK release	RAD52 anneal inh	RAD54 inh	miR-122 sensor	ERAP1 HTS inh	E-selectin induc	PGC1a acetyl inh
O=S(=O)(Nc1ccon1)c1ccc(Br)cc1	5	0	-14	-4	-3	-4	-0.4	-5
COc1ccc(/C=C(/C#N)c2cccnc2)cc1OC	4	-2	13	12	2	2	1.3	3
Cc1cccc(-c2nc(C#N)c(N3CCCCCC3)o2)c1	1	-1	·	0	-13	·	·	-3
CSC1=NCCCN1C(=O)c1c(-c2ccccc2Cl)noc1C	-4	-1	2	0	11	-1	0.1	-11
CC(=O)Oc1ccc(C(=O)NCc2ccc3c(c2)OCO3)cc1	4	-1	-19	2	6	0	1.6	-1
Cc1ccc(C2=N/C(=C\c3ccc(F)cc3)C(=O)N2)cc1	-3	2	-29	-7	-8	2	0.1	-2
CC(CC(=O)N1CCN(c2ccccc2)CC1)S(=O)(=O)c1ccc2c(c1)NC(=O)CS2 (configuration not stated)	1	9	-18	-7	-2	-3	·	-19
Cc1ccc2cc(C(c3nnnn3C3CCCC3)N3CCN(c4ccccc4)CC3)c(=O)[nH]c2c1 (configuration not stated)	-3	-3	·	-10	-5	·	·	·
COc1ccccc1-c1ccc([C@H]2[C@@H](CO)N(C(=O)C3CCOCC3)[C@H]2C#N)cc1	0	-1	-21	3	·	3	-0.3	5
CN1c2ccc(C3=CCCCC3)cc2[C@H]2[C@H](CCN2S(=O)(=O)c2ccccc2)[C@@H]1CO	2	0	-4	2	0[16.7 µM]	·	1.1	-8
Cn1cnc(CCNC(=O)C[C@H]2CC[C@@H]3[C@H](COC[C@H](O)CN3C(=O)C3CC3)O2)c1	0	-2	10	-9	3[16.7 µM]	0	-0.1	2
N#Cc1cccc(-c2ccc3c(c2)[C@H]2[C@H](CCN2S(=O)(=O)c2ccc(F)cc2)[C@H](CO)N3)c1	-9	-4	-4	8	-7[16.7 µM]	0	0.9	11

# Going on with the list:
SMILES	PglD inh	Cneo AK release	RAD52 anneal inh	RAD54 inh	miR-122 sensor	ERAP1 HTS inh	E-selectin induc	PGC1a acetyl inh
CO[C@H]1CN(C)C(=O)c2cc(NC(=O)c3cc(C)on3)ccc2OC[C@H](C)N(C(=O)C2CC2)C[C@@H]1C	0	0	-17	-4	-1[16.7 µM]	-1	0.0	11
COc1ccc(-n2cnnc2SCC(=O)Nc2ccc(C(N)=O)cc2)cc1	4	9	-33	-4	·	1	0.2	·
COc1ccc(NS(=O)(=O)c2cccc(C(=O)N(C)Cc3cccs3)c2)cc1	0	1	-3	1	·	-2	·	·
Cc1ccccc1OCC(=O)Nc1nnc(C2CCCCC2)s1	-2	4	-9	7	·	-2	·	29
CO[C@@H]1CN(C)C(=O)c2ccc(NC(=O)C3CC3)cc2OC[C@H](C)N(Cc2nccs2)C[C@@H]1C	0	1	10	7	2[16.7 µM]	0	-0.1	·
O=C([C@H]1[C@H](CO)[C@H]2Cn3c(ccc(-c4ccccc4)c3=O)[C@@H]1N2Cc1cccnc1)N1CCOCC1	2	0	·	8	·	·	0.1	·
Cc1csc(NC(C)c2nc3cc(Cl)c(N4CCCCC4)cc3n2CCOCCO)n1 (configuration not stated)	-2	10	-49	-7	1	1	1.1	8
Cc1ccc(S(=O)(=O)N2C[C@@H](C)[C@]3(C2)[C@H](O)[C@H](OC(=O)Nc2cccs2)C[C@H]2C(=O)N(c4ccccc4)C(=O)[C@H]23)cc1	-2	0	-35	1	-5	-3	0.1	-2
Cc1ccc(/C=N\NC(=O)c2cc([N+](=O)[O-])cc([N+](=O)[O-])c2)o1	-4	-2	·	3	-6	·	·	10
COCC(=O)Nc1ccc2c(c1)[C@@H]1C[C@@H](CC(=O)NCCN3CCCCC3)O[C@@H](CO)[C@@H]1O2	2	4	22	5	3[16.7 µM]	-2	-0.6	5
O=C1CC[C@@H](C(=O)N2CSC[C@H]2C(=O)O)N1	-5	-2	-4	-5	3	-1	2.6	-2
COCC(=O)N(C)C[C@H]1[C@H](c2ccccc2)[C@@H](CO)N1C(=O)Cc1ccncc1	-3	1	5	5	-30[16.7 µM]	-1	0.4	11
O=C(C[C@H]1C[C@H]2c3cc(NC(=O)NC4CCCCC4)ccc3O[C@H]2[C@H](CO)O1)NCc1ccccc1	2	58	-1	1	12[16.7 µM]	-3	2.0	3
Cc1ncn(-c2ccccc2)c1-c1ccccc1	-2	9	6	5	-1	0	0.0	-2
CCOc1cccc(C(=O)Nc2ccc3ccccc3c2)c1	3	-9	-13	7	·	0	·	·
COc1ccc(NC(=O)c2ccc(NC(=O)CN(C)CC(=O)Nc3c(C)cccc3C)cc2)cc1	·	·	-9	·	8	-1	-0.1	5
COc1ccc(NC(=O)Nc2ccc3c(c2)[C@H]2C[C@H](CC(=O)NCCc4ccccc4)O[C@@H](CO)[C@H]2O3)cc1	2	15	-6	-5	40[16.7 µM]	2	6.0	-8
CC(=O)Nc1cccc(-n2c(=O)n(Cc3ccccc3)c(=O)c3[nH]cnc32)c1	1	-1	-21	2	-5	-1	0.1	·
CC1(C)CC(=O)N(c2ccc(Cl)cc2Cl)C(=O)C1	3	0	-7	-14	-6	2	-0.2	·
C[C@H](CO)N1C[C@H](C)[C@@H](CN(C)C(=O)Nc2ccc(C(F)(F)F)cc2)Oc2ccc(NC(=O)CCN3CCOCC3)cc2C1=O	4	0	6	-26	3[16.7 µM]	-1	-0.5	10
COc1cc(OC)cc(-c2c(-c3cccs3)c3cc(-c4ccc(OC)nc4)ccc3n2C)c1	3	-2	-22	4	2	·	0.4	-3
NC(=O)/C(=N\OC(=O)c1ccco1)c1nc(-c2ccc(Br)cc2)cs1	-1	2	·	-1	·	·	·	-17
C[C@H](CO)N1C[C@H](C)[C@H](CN(C)S(=O)(=O)c2ccc(F)cc2)Oc2ccc(NC(=O)CCN3CCOCC3)cc2CC1=O	5	-1	5	2	0[16.7 µM]	-1	0.1	3
CCc1c(C)nc(SC/C=C/c2ccccc2)[nH]c1=O	1	-8	·	-7	·	·	·	-5
CC(=O)N1CCc2ccc(S(=O)(=O)Nc3ccccc3Cl)cc21	1	1	-11	-4	60	-2	·	4
Cc1ccccc1C(=O)N1CCC(C(=O)N(CC(C)C)c2c(N)n(CC(C)C)c(=O)[nH]c2=O)CC1	3	1	12	-7	-2	1	·	1

# Arranged by the number under PglD inh (high to low): some entries from above
Molecule	PglD inh
COc1ccc(-n2cnnc2SCC(=O)Nc2ccc(C(N)=O)cc2)cc1	4
O=C([C@H]1[C@H](CO)[C@H]2Cn3c(ccc(-c4ccccc4)c3=O)[C@@H]1N2Cc1cccnc1)N1CCOCC1	2
Cc1ccccc1OCC(=O)Nc1nnc(C2CCCCC2)s1	-2
